High-throughput results from PubChem.
PLK1 PBD inh: qHTS for Inhibitors of PLK1-PDB (polo-like kinase 1 - polo-box domain): Primary Screen; Plk1 PBD binding of FITC phosphopeptide, fluorescence polarization; Potency, µM, inactives show max response, negative = inhibition, hits mostly inhibitors; 360,000 compounds, 2.8% hits; note: potency is the fitted concentration of half-maximal effect; series mostly up to about 57 µM; % is set by controls: 0 for no effect and ±100 for the full control effect; nearly all actives have a fitted effect of over 65% in size
Target sequence (P53350 whole entry, looked up, the tested form may be a part): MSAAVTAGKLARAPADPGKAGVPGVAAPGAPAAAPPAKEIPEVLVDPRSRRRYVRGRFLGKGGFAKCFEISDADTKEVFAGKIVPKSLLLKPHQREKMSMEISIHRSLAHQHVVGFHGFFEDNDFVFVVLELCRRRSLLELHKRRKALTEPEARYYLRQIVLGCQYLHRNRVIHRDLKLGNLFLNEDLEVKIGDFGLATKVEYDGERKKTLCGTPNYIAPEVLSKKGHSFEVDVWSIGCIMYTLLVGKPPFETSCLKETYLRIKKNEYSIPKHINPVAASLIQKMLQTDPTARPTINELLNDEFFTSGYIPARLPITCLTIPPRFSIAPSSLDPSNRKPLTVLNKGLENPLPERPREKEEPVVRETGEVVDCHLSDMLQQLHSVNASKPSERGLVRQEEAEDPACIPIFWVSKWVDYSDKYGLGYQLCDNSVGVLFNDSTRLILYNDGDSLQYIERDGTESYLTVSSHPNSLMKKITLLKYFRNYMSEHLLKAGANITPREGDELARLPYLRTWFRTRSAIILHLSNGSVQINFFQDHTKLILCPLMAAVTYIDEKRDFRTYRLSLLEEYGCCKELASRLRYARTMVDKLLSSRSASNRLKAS
aSyn yeast inh: qHTS of alpha-syn Inhibitors. 370,000 compounds, 0.14% hits. Yeast expressing alpha-synuclein, growth rescue, BacTiter-Glo, 24 h. Potency, µM (top dose mostly 46.1 µM), without a hit: top-dose growth rescue (activation), usual class: activators; note: potency is the fitted concentration of half-maximal effect; % of control where 0% means no effect; nearly all actives have a fitted effect of over 65% in size
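Galactose-induced alpha-syn yeast (OD600=0.02, raffinose-pregrown) + pinned cpd, 24 hr, 30 deg C; growth by BacTiter-Glo luminescence. Growth restoration scores as activation.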
FUS suppressor: qHTS for Suppressors of FUS Proteinopathy: Primary screen using FUS-linked yeast assay. S. cerevisiae FUS-expressing, growth rescue, OD600, 24 h. Potency, µM (series often up to 76.6 µM), without a hit: at the highest dose growth rescue (activation), hits mostly activators. 390,000 compounds, 0.24% hits;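 note: potency is the fitted concentration of half-maximal effect; plate controls were DMSO vehicle for no effect and reference control for full effect; nearly all actives have a fitted effect of over 55% in size; some results filed as inactive show a strong effect at the top dose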
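Compound concentration series was pinned onto galactose-induced FUS-expressing yeast seeded at OD 0.005. Plates sat 24hr at 30C; absorbance at 600 nm gave growth. DMSO served as background control.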
IL2 activator: qHTS of IL-2 Activators | IL-2 activation reporter assay, cell-based qHTS; stimulated with anti-CD3/CD4/CD28 beads; in transgenic mouse T cells | activation, % (series mostly up to about 46 µM) | 360,000 compounds, 0.065% hits | AID 652025, 2013; in the data active = activation above about 50%; inconclusive = mostly about 30% to 49%; note: 0% is about no effect
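Using fluorescent plate cytometry, EGFP and DsRed are detected in transgenic mouse T cells stimulated 18 h at 37 degrees C with antibody-coated beads after 60 min compound pretreatment.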
EPAC1 agonist: qHTS for Agonist of cAMP-regulated guanine nucleotide exchange factor 3 (EPAC1): primary screen. 360,000 compounds, 0.073% hits. Rap guanine nucleotide exchange factor 3 (Homo sapiens), O95398. Potency, µM (top dose mostly 154 µM), without a hit: at the top dose activation, usual class: activators. EPAC1 agonist qHTS, biochemical assay; response scale: 100% = response to 6.5 mM cAMP. AID 720707, 2013; note: potency is the fitted concentration of half-maximal effect; nearly all actives have a fitted effect of over 60% in size
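Nucleotide exchange by EPAC1 (100 nM) on Rap1B–BODIPY-GDP (250 nM) in the presence of 50 uM GDP is tracked fluorescently at 480/540 nm over 30 min. Signals are normalized to a 6.5 mM cAMP control.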
PI5P4Ka inh: qHTS for Inhibitors of phosphatidylinositol 5-phosphate 4-kinase (PI5P4K). PI5P4Kalpha enzyme, ADP-Glo luminescence, 60 min; stronger effect = lower value. max response, %. 330,000 compounds, 1.2% hits. AID 652105, 2013; active = max response of -50% or lower; inconclusive = between -30% and -50%; inactive = -30% or higher; note: value at the top dose of about 77 µM; % is set by controls: 0 for no effect and ±100 for the full control effect
Target sequence (P48426 whole entry, looked up): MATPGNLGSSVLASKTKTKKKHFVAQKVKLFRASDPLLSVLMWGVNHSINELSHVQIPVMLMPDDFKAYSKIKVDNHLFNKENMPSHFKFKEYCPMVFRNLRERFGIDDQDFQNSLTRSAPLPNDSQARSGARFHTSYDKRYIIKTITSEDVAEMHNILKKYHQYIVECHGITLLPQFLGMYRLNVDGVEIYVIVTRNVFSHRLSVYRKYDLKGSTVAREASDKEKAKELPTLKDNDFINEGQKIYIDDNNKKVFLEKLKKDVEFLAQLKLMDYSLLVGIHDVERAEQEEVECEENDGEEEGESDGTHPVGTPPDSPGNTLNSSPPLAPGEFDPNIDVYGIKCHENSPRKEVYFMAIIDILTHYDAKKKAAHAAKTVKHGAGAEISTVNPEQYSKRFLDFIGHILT
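Compounds were pin-transferred onto PI5P4Kalpha and substrate in HEPES pH 7.4 buffer with EGTA, CHAPS and 5% DMSO. ATP (5 microM final) started the reaction, which ran 60 minutes at room temperature before ADP-Glo detection.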
Abeta rescue: qHTS for compounds that reverse cellular toxicity of Amyloid beta (A-beta) peptide in yeast: Primary Screen. 410,000 compounds, 0.063% hits. AID 1347071, 2019. yeast expressing A-beta42, growth rescue, OD600, 48 h; response scale: 0% DMSO, 100% iron-clioquinol control. Potency, µM (doses to about 46.1 µM), without a hit: top-dose growth rescue, hits mostly activators; note: potency is the fitted concentration of half-maximal effect; nearly all actives have a fitted effect of over 55% in size
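Growth rescue measured by 600 nm absorbance after 48 h yeast culture at 30 C with compound. Values normalized between DMSO and an equimolar ferric chloride plus clioquinol control.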
EPAC1 antagonist: qHTS for Antagonist of cAMP-regulated guanine nucleotide exchange factor 3 (EPAC1): primary screen; 360,000 compounds, 0.14% hits; EPAC1 GEF assay, Rap1b-BODIPY-GDP exchange fluorescence; AID 720709, 2013; Rap guanine nucleotide exchange factor 3 (Homo sapiens), O95398; Potency, µM (titrated, usually from 115 µM), without a hit: at the highest dose activity change, negative = inhibition, hits mostly inhibitors;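 note: potency is the fitted concentration of half-maximal effect; plate controls were vehicle for no effect and positive control for full effect; nearly all actives have a fitted effect of over 50% in size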
WRN inhibitor: qHTS for Inhibitors of WRN Helicase. WRN helicase unwinding, fluorescent forked duplex, kinetic. Bifunctional 3'-5' exonuclease/ATP-dependent helicase WRN (Homo sapiens), Q14191. Potency, µM (series often up to 114 µM), inactives show at the highest dose activity change, negative = inhibition, hits mostly inhibitors. AID 651768, 2012. 360,000 compounds, 0.46% hits; note: potency is the fitted concentration of half-maximal effect; % is set by controls: 0 for no effect and ±100 for the full control effect; nearly all actives have a fitted effect of over 55% in size
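Primary qHTS, 1536-well format. 20 nM WRN + compound, 15 min RT; start with 100 nM forked fluorophore/quencher duplex, 2 mM ATP (final); kinetic read ex 525/em 598 nm.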
* marks the source's active call; other numbers are inactive results; u = inconclusive; x = no result given; [ ] = dose if it differs, or a comment. Unless noted, calls come from the whole dose curve; as a rule, active = well fitted curve in the direction sought with a large enough effect; inconclusive = small, poorly fitted or top-dose-only effect, or another doubt; inactive = no such curve, though single readings can be large; an effect the other way counts as inactive or inconclusive.

No.	Structure	PLK1 PBD inh	aSyn yeast inh	FUS suppressor	IL2 activator	EPAC1 agonist	PI5P4Ka inh	Abeta rescue	EPAC1 antagonist	WRN inhibitor
1	COc1ccccc1N1CCN(/N=C/c2cccc(OC)c2O)CC1	1%	9%	-26%	-1.4	-13%	3	-9%	-16%	13%
2	Cc1ccc(C=Nc2cc([N+](=O)[O-])ccc2C)s1	-19%	-2%	-22%	-2.9	7%	2	3%	0%	-2%
3	O=C(Nc1ccccc1N1CCCCC1)c1cccc(F)c1	-2%	x	-2%	-0.2	13%	12	8%	-1%	6%
4	Cc1cc(N2CCOCC2)nc(NCc2ccccc2)n1	-6%	2%	4%	-2.5	5%	x	12%	13%	3%
5	O=C(NCCN1CCN(c2ccccc2)CC1)Nc1ccc(Cl)cc1	4%	0%	3%	-3.2	-5%	3	-6%	-8%	-8%
6	CCc1ccc(NC(=O)C2CCCN2C(=O)NC2CCCCC2)cc1 (stereo not drawn)	-11%	0%	9%	0.8	1%	4	-1%	-22%	-3%
7	CSCCC(NC(=O)c1ccccc1Br)C(=O)N1CCCCCCC1 (stereo not drawn)	-7%	1%	21%	-0.3	3%	2	2%	1%	-2%
8	COc1ccc(CNc2nc3ccccc3n2CCN2CCCCC2)cc1	-1%	-1%	25%	0.8	-4%	1	0%	-11%	-8%
9	CC(C)(C)n1nnnc1C(c1ccnc2ccccc12)N1CCN(C/C=C/c2ccccc2)CC1 (stereo not drawn)	3%	-5%	0%	-0.1	-2%	-2	-11%	8%	-1%
10	O=c1c2sccc2nc(SCc2cc(=O)n3cc(Cl)ccc3n2)n1-c1ccc(F)cc1	-10%	1%	-9%	-0.1	-1%	2	-11%	5%	-1%
11	COc1ccc(-n2c(COc3ccc(C)cc3)nnc2SCc2ccc(C#N)cc2)cc1	-4%	12%	34%	0.9	16%	x	8%	-12%	-5%
12	COc1cccc(C2(O)CCN(C(=O)c3cccs3)CC2)c1	-2%	1%	16%	1.3	3%	2	14%	-8%	0%
13	Cc1nn(CC(N)=O)c(=O)c2ccccc12	-3%	-4%	-16%	1.1	1%	3	16%	12%	6%
14	O=C(COC(=O)C1CCN(S(=O)(=O)c2ccc3c(c2)OCCO3)CC1)NC1CCS(=O)(=O)C1 (stereo not drawn)	-12%	0%	11%	-5.5	5%	-4	4%	9%	-2%
15	CN(C(=O)CSc1nncn1C)C1CCCN(Cc2ccccc2F)C1 (stereo not drawn)	-3%	-2%	-13%	-1.4	-4%	6	14%	10%	-2%
16	O=C(NCc1ccccc1)c1cccc(NC(=O)C2CCCC2)c1	-9%	0%	1%	1.4	-6%	1	-1%	-14%	-6%
17	COc1ccc(/C=N/NC(=O)Cn2cnc3ccccc3c2=O)cc1OC	0%	0%	12%	0.3	-1%	-4	-7%	0%	2%
18	O=C(N/N=C/c1ccc(O)cc1O)C(=O)N/N=C/c1ccc(O)cc1O	12µM*	2%	39%	-0.3	6%	-25	-36%	16%	-8%[11.6 µM]
19	Cc1ccc(C(CNC(=O)c2ccc(Br)o2)N2CCN(C)CC2)cc1 (stereo not drawn)	0%	6%	-11%	-3.7	-4%	-3	13%	6%	5%
20	OC(CNC1CCCC1)COc1ccc(F)cc1 (stereo not drawn)	-3%	4%	-15%	0.6	9%	-2	6%	3%	-2%
21	CCOC(=O)Nc1ccc2c(c1)C(=NNC(=S)NC)c1ccccc1-2	-3%	-12%	41%	-3.9	-11%	-18	23%	-12%	-4%
22	CC1CCCN(C(=S)NC2CCCC2)C1 (stereo not drawn)	-6%	1%	5%	-0.2	-3%	1	20%	-4%	-21%
23	COc1ccc(OC(=O)c2ccncc2)cc1	-10%	6%	20%	-1.0	4%	0	-6%	5%	-9%
24	CCOC(=O)C1CCCN(S(=O)(=O)c2ccc3c(c2)N(C(C)=O)CCO3)C1 (stereo not drawn)	-4%	15%	14%	0.0	-6%	-1	-15%	-3%	-21%
25	C=C(C)Cn1c(CCCNC(=O)CC)nc2ccccc21	-1%	-8%	14%	-2.3	-3%	x	18%	17%	4%
26	Cc1n[nH]c(C)c1N1C(=O)c2cccc3c(N4CCCCCC4)ccc(c23)C1=O	u	3%	u	u	u	x	6%	0%	-10%
27	Cc1csc(NC(=O)CCCc2cccs2)n1	-10%	-3%	11%	-1.6	7%	-9	-3%	-22%	3%
28	CCOc1ccccc1/C=C/C(=O)NCC(=O)N1CCC(N(C)C2CCCCC2C)CC1 (stereo not drawn)	-19%	-3%	15%	-2.0	-8%	-3	-6%	-5%	-8%
29	Oc1ccccc1-c1nc(NCc2cccnc2)c2ccccc2n1	-15%	1%	19%	-2.4	19%	17	0%	-12%	-10%
30	O=C(c1cccc(Cl)c1)N1CCC(=O)N(C(CO)Cc2ccccc2)CC1 (stereo not drawn)	-15%	1%	-2%	-0.9	4%	-1	8%	-17%	5%
31	O=C(c1ccco1)N1CCN(C(=O)C2CCN(S(=O)(=O)c3cnc[nH]3)CC2)CC1	-4%	1%	17%	-0.4	2%	-5	3%	0%	6%
32	COCC(C)OC(=O)c1c(N)n(CCCN2CCOCC2)c2nc3ccccc3nc12 (stereo not drawn)	-10%	-4%	38%	-0.2	7%	2	1%	-15%	-14%
33	CCOC(=O)c1ccccc1NC(=O)CSc1nc2ccccc2c(=O)[nH]1	-4%	-19%	3%	0.9	1%	2	-4%	-22%	-8%
34	CC(=O)Nc1ccc(OCC(O)Cn2cccn2)cc1 (stereo not drawn)	-6%	-9%	-15%	0.0	5%	-2	-15%	-13%	-3%
35	C=CCN1C(=O)C(C(C)CC)NC1=S (stereo not drawn)	-14%	-2%	19%	1.7	10%	x	-12%	-18%	-9%
36	CCCCNC(=O)CSc1nc2ccc(C)cc2[nH]1	-8%	-5%	12%	0.2	1%	-4	-5%	-22%	2%
37	CCN1CCN(CC(=O)c2ccc(C)cc2)CC1	3%	0%	-16%	-3.1	12%	3	25%	6%	-7%
38	O=C(c1ccc2ncsc2c1)N1CCCCC1	1%	11%	2%	2.3	-3%	-5	-10%	1%	-2%
39	CC1(C(=O)NS(=O)(=O)c2cccs2)CCN1C(=O)CC1CCCCC1 (stereo not drawn)	-11%	-7%	1%	-0.1	-11%	-3	-6%	0%	-1%
40	Cc1c(-c2cc(C(=O)O)on2)cnn1C	-12%	-4%	19%	0.1	5%	-51*	-6%	15%	3%
41	CCCn1nnnc1SCC(=O)Nc1nnc(CC)s1	-8%	-3%	14%	-2.9	2%	-2	-3%	-20%	11%
42	CCOC(=O)Cc1nnc(NC(=O)C(CC)Sc2nnc3c4ccccc4n(C)c3n2)s1 (stereo not drawn)	-8%	9%	1%	0.6	13%	x	-8%	-5%	-27%
43	COc1ccc(Cl)cc1NC(=O)C1CCCN(c2ncnc3c2nc2n3CCCCC2)C1 (stereo not drawn)	1%	5%	-21%	1.1	2%	-4	-6%	6%	4%
44	Cc1ccc(Cl)cc1N1CCN(Cc2cc(=O)n3ccsc3n2)CC1	-13%	-1%	26%	0.8	11%	1	1%	3%	-4%
45	O=S(=O)(c1cccc(Cl)c1)N1CCSc2ccccc21	-1%	17%	-24%	0.2	-6%	5	-20%	-5%	-3%
46	Cc1occc1C(=O)NC1CCCN(Cc2ccc(Cl)cc2)C1 (stereo not drawn)	-10%	0%	-17%	-2.8	1%	1	0%	-1%	4%
47	Cc1ccc(S(=O)(=O)Nc2nc(-c3ccccc3)cs2)cc1	u	-20%	18%	1.4	0%	-10	24%	-25%	-10%
48	O=C(O)COCC(=O)NC1CCN(Cc2ccccc2)CC1	0%	4%	6%	0.9	10%	-1	13%	-21%	4%
49	COc1cc(C(c2c(C)[nH][nH]c2=O)c2c(C)[nH][nH]c2=O)ccc1OS(=O)(=O)c1ccc(C)cc1	u	1%	u	-1.6	-7%	-10	12%	-14%	-11%
50	CCOC(=O)c1ccc(C(=O)NNC(=O)C2C3C=CC(C3)C2C(=O)O)cc1 (stereo not drawn)	-18%	1%	-1%	-0.1	4%	6	2%	-4%	3%
51	N#Cc1c(/N=C/c2ccco2)sc2c1CCCCC2	-5%	8%	2%	0.4	3%	-8	29%	-7%	-11%
52	COC(=O)C(C)N(C#N)c1nc(C)nc(C)n1 (stereo not drawn)	-11%	0%	1%	-2.1	5%	x	-3%	5%	14%
53	CCCNC(=O)c1ccc(S(=O)(=O)c2ccc(OC)cc2)c([N+](=O)[O-])c1	-2%	9%	3%	-0.7	3%	-1	8%	-14%	-6%
54	Clc1nssc1=Nc1nncs1	2.4µM*	-70%[inhibitor]	9%	-3.7	-3%	-55*	-88%[inhibitor]	18%	-9%
55	O=C(NC1CC1)C1CCN(C2CCN(C(=O)/C=C/c3cccs3)CC2)CC1	-1%	-3%	17%	0.4	2%	2	0%	2%	4%

3 entries from above, with two lines to a compound:
Results follow in this order: PLK1 PBD inh | aSyn yeast inh | FUS suppressor | IL2 activator | EPAC1 agonist | PI5P4Ka inh | Abeta rescue | EPAC1 antagonist | WRN inhibitor
(3) O=C(Nc1ccccc1N1CCCCC1)c1cccc(F)c1
  -2% | x | -2% | -0.2 | 13% | 12 | 8% | -1% | 6%
(4) Cc1cc(N2CCOCC2)nc(NCc2ccccc2)n1
  -6% | 2% | 4% | -2.5 | 5% | x | 12% | 13% | 3%
(5) O=C(NCCN1CCN(c2ccccc2)CC1)Nc1ccc(Cl)cc1
  4% | 0% | 3% | -3.2 | -5% | 3 | -6% | -8% | -8%
